# TSHR antag = blocks TSH signaling through the human TSH receptor; activity change, negative = inhibition, % at 11.5 µM; actives 0.2% (n = 330,000); AID 504810; TSHR-expressing cells, TSH-stimulated cAMP HTRF, 2 h; active compounds read low;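 active = activity change below a set negative limit, meaning inhibition stronger than a set level, cut at about -70% in these data; inconclusive = activity change between two set negative limits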; also: % is scaled to controls: 0 for no effect and ±100 for the full control effect
#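 Read-out is FRET at 665 nm (cryptate excitation 337 nm) from a cryptate-tagged anti-cAMP antibody, competed by cell cAMP against cAMP-d2. Compounds are tested on freshly harvested TSHR cells challenged with 4nM TSH (EC80) for 2 hours at 37 deg C.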
# TCR activator = activates T cell receptor signaling; AID 504894; Potency, µM (doses to about 9.22 µM), for the others: at the top dose activation of IL-2 secretion, most hits filed as activators; primary human leukocytes, anti-CD3, IL-2 HTRF, 48 h; 330,000 tested, under 10 active; also: % of control where 0% means no effect
#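 Human primary leukocytes + a-CD3 beads + cpd, 48 hr; IL-2 in supernatant by HTRF (ex 320nm / em 665nm). No co-stimulatory signal supplied.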
# Eya2 inh = Eya2 (human) phosphatase inhibition; actives 0.006% (n = 330,000); O00167; recombinant Eya2, OMFP fluorescence dephosphorylation (OMFP is methylfluorescein phosphate); AID 488837; Potency, µM (highest dose often 76.9 µM), inactives show at the highest dose activity, negative = inhibition, actives largely listed as inhibitors; also: potency is read from the fitted curve at half-maximal effect; % is scaled to controls: 0 for no effect and ±100 for the full control effect
# Target sequence (O00167 whole entry, looked up): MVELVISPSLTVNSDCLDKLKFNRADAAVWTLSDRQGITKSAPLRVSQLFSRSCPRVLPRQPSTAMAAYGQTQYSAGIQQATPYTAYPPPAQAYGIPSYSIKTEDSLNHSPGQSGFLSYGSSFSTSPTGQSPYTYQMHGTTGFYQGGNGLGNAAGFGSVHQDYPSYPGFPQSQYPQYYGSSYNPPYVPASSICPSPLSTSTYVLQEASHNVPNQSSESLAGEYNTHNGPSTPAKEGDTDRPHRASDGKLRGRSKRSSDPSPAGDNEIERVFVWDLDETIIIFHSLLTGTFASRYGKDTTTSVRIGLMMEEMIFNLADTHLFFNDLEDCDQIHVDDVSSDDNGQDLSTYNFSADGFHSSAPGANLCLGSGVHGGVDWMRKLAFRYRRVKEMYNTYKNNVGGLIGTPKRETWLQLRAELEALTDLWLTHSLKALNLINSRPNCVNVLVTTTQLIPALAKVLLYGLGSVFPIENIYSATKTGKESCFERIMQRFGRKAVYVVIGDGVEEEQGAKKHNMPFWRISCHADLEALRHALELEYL
#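 Eya2 protein (added as 0.2 uM solution) was preincubated with compound for 10 min at ambient temperature in 50 mM HEPES pH 7.5, 50 mM NaCl, 5 uM MgCl2, 0.05% BSA, 1 mM DTT. OMFP (added at 50 uM) then reacted 10 min; fluorescence read at 485/525 nm.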
# ELG1 DNA repair = ELG1-dependent DNA repair inhibition. HEK293T ELG1-luciferase reporter, luminescence, 16 h; DNA damage induced by 5-fluorouridine. Potency, µM (top dose mostly 46.1 µM), inactives show at the highest dose activity change, negative = inhibition, most hits filed as inhibitors. actives 2.3% (n = 330,000). AID 504467; also: potency is read from the fitted curve at half-maximal effect; % is scaled to controls: 0 for no effect and ±100 for the full control effect; nearly all actives have a fitted effect of over 55% in size
#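 HEK293T cells expressing luciferase-tagged ELG1 (2,000/well) received 5-Fluorouridine plus compound or DMSO for 16 hr at 37 °C. Luciferase was read by ONE-Glo luminescence after 30 min at room temperature.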
# Tb PFK block = blocks T. brucei phosphofructokinase; actives 0.17% (n = 330,000); T. brucei PFK, ADP-Glo luminescence; AID 485367; Potency, µM (highest dose often 57.5 µM), inactives show top-dose activity, negative = inhibition, hits mostly inhibitors;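 also: potency is read from the fitted curve at half-maximal effect; 0% = uninhibited 1x PFK enzyme wells and -100% = no-enzyme wells; nearly all actives have a fitted effect of over 60% in size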
#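 Luminescent ADP detection (ADP-Glo, two-step: ATP depletion then ADP-to-ATP conversion for luciferase) reported PFK activity after 45 min room-temperature reaction of 1.25 nM enzyme with 0.5 mM F6P and 0.1 mM ATP at pH 8.0.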
# B2AR arrestin = recruits beta-arrestin to the human beta2-adrenergic receptor | Potency, µM (doses to about 46.1 µM), for the others: at the highest dose activation, actives largely listed as activators | P07550 | actives 0.02% (n = 330,000) | beta-arrestin recruitment to beta2AR, cell-based reporter;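 also: potency is read from the fitted curve at half-maximal effect; 0% = DMSO controls and full agonism = EC100 isoproterenol or metaproterenol; nearly all actives have a fitted effect of over 65% in size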
# uPA surface inh = inhibitors of cell surface uPA generation; cell surface uPA generation assay, qHTS; Potency, µM (highest dose often 38.3 µM), for the others: at the top dose activity change, negative = inhibition, actives largely listed as inhibitors; actives 0.31% (n = 330,000); AID 540303; active = well fitted inhibition curve with a large enough effect; inconclusive = small, poorly fitted or top-dose-only effect; inactive = no such curve, though single readings can be large or run the other way; tested in mouse RAW 264.7 cells; also: potency is read from the fitted curve at half-maximal effect; % is scaled to controls: 0 for no effect and ±100 for the full control effect; nearly all actives have a fitted effect of over 55% in size
# TSG101-PTAP inh = blocks PTAP/TSG101 interaction to inhibit HIV-1 budding | Q99816 | Fluorescence polarization, FITC-PTAP peptide / Tsg101 binding | Potency, µM (highest dose often 115 µM), inactives show top-dose activity change, negative = inhibition, hits mostly inhibitors | 340,000 tested, under 10 active | AID 493005; active = well fitted inhibition curve with a large enough effect in the main read-out, with a control signal flat, not every such curve was filed as active; inconclusive = small, poorly fitted or top-dose-only effect, or effect the other way, or a change in a side signal; inactive = no such curve, though single readings can be large or run the other way; also: potency is read from the fitted curve at half-maximal effect; % of control where 0% means no effect
# Target sequence (Q99816 whole entry, looked up): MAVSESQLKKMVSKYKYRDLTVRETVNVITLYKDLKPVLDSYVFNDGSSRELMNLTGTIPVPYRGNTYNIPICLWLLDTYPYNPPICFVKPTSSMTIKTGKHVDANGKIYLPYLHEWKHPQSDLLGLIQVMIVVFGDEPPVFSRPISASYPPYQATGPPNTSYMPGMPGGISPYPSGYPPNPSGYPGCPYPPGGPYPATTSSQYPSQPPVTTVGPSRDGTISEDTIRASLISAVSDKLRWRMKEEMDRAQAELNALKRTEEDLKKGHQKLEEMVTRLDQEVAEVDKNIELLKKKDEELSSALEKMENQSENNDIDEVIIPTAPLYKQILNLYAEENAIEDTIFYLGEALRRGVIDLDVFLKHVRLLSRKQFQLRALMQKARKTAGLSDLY
#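 Steps: Tsg101 binding domain dispensed (10 uM final), compounds pinned in DMSO, FITC-labeled PTAP-motif peptide added (50 nM final); after 20 min binding at room temperature, polarization measured.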
# Mito fusion act = blocks mitochondrial division or promotes mitochondrial fusion; S. cerevisiae fusion-defective mutant growth rescue, CellTiterGlo 48 h; Potency, µM (highest dose often 46.1 µM), inactives show at the highest dose growth rescue (activation), actives largely listed as activators; actives 0.23% (n = 320,000); AID 485298;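 also: potency is read from the fitted curve at half-maximal effect; % of control where 0% means no effect; nearly all actives have a fitted effect of over 45% in size; temperature-sensitive fusion mutants such as fzo1-1 at 37 °C on non-fermentable ethanol glycerol medium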
#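 Temperature-sensitive fusion-defective S. cerevisiae (e.g. fzo1-1, mgm1-5) were grown with compound in YPEG medium (3% ethanol, 3% glycerol) for 48 hours at 37C. Growth rescue was measured as viability by CellTiterGlo luminescence after 10 minutes at ambient.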
# Chronic BCR inh = inhibitors of chronic active B-cell receptor signaling; Potency, µM (doses to about 46.1 µM), for inactives: at the top dose ratio change, negative = lower green/red ratio, actives largely listed as inhibitors; actives 0.05% (n = 340,000); ABC-DLBCL IkBa-CBG/CBR reporter, luminescence ratio, 4 h; active = well fitted inhibition curve with a large enough effect in the signal ratio, with a control signal flat, not every such curve was filed as active; inconclusive = small, poorly fitted or top-dose-only effect, or effect the other way, or a change in a side signal; the % refers to the signal ratio;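 also: potency is read from the fitted curve at half-maximal effect; plate controls were basal doxycycline-induced cells for no effect and cells given 10 µM MG132 for full effect; MG132 reads +100%, hits lower the ratio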
#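 Concentration-response series (up to 46 uM) were applied to TMD8 dual-reporter cells for 4 h at 37C with doxycycline. Green/red ratio, after filter-overlap correction, defined %Activity; red signal alone was normalised to basal cells and zero luminescence.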
# USP2a inh = blocks human ubiquitin-specific protease USP2a; Potency, µM (series often up to 38.3 µM), for inactives: at the top dose activity change, negative = inhibition, most hits filed as inhibitors; USP2 core, Ub-CHOP2 coupled fluorogenic reporter, 485/531; O75604; actives 0.01% (n = 330,000);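 also: potency is read from the fitted curve at half-maximal effect; plate controls were DMSO wells for no effect and full inhibition by NEM control for full effect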
#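 USP2 core (10nM final) preincubated 30min RT with compound in 20mM Tris-HCl pH 8.0, 2mM CaCl2, 2mM beta-mercaptoethanol, 0.05% CHAPS; 25nM Ub-CHOP2 plus 25nM reporter substrate added, fluorescence (Ex485/Em531) read after 60min.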
# Numbers without * were called inactive; ? = inconclusive; · = not tested or not shown; [ ] = remark or other dose. Unless noted, calls follow the shape of the dose curve; as a rule, active = well fitted curve in the direction sought with a large enough effect; inconclusive = small, poorly fitted or top-dose-only effect, or another doubt; inactive = no such curve, though single readings can be large; an effect the other way counts as inactive or inconclusive.
SMILES,TSHR antag,TCR activator,Eya2 inh,ELG1 DNA repair,Tb PFK block,B2AR arrestin,uPA surface inh,TSG101-PTAP inh,Mito fusion act,Chronic BCR inh,USP2a inh
O=C1c2ccccc2C(=O)N1CCCCSc1nnc(-c2ccc(OC(F)F)cc2)o1,-14,-4%,0%,?,-3%,0.3%,-4%,1%,2%,?,1%
CCN(CC(=O)NC1CCS(=O)(=O)C1)S(=O)(=O)c1ccc(C)c(C)c1 (stereo unspecified),21,-6%[46.1 µM],-14%,16%,-2%,-0.3%,4%,-7%,28%,0%,-3%
CCOC(=O)c1c(C)n(CCNC(C)=O)c2ccc(O)cc12,-1,-1%,15%,7%,4%,0.0%,1%,-6%,-1%,-16%,0%
Cc1onc(-c2ccccc2Cl)c1C(=O)NC(=S)Nc1ccccc1F,-8,-2%,-1%,?,6%,0.4%,-5%,-2%,-2%,0%,-1%
O=C(CCN1C(=O)/C(=C/c2ccccc2Cl)SC1=S)Nc1cccnc1,-44,4%,6%,-7%,4%,0.2%,14%,-4%,9%,-14%,-2%
Cc1ccccc1NC(=O)c1cccc2c1C(=O)N(C1CCCCC1)C2,-5,2%,-2%,15%,0%,-0.9%,3%,-5%,10%,-1%,-1%
CCOc1ccccc1NC(=O)Nc1cccc(C(C)=O)c1,-2,-8%,-5%,-8%,3%,0.1%,-3%,2%,1%,-3%,4%
CNC(=O)/C(=N\O)c1ccccc1,-6,·,-6%,4%,-6%,0.4%,·,·,-2%,0%,0%
COc1cc(CCC(=O)NCc2ccc(S(N)(=O)=O)cc2)cc(OC)c1OC,-21,4%,-3%,-8%,21%,-0.4%,5%,-1%,-6%,2%,4%
CC(C(=O)OCC(=O)Nc1cccc(S(=O)(=O)N(C)C)c1)N1C(=O)c2ccccc2C1=O (stereo unspecified),-1,-2%,-7%,-2%,0%,0.4%,0%,-4%,1%,5%,2%
CN(CC(=O)Nc1cccc(F)c1)CC(=O)N(C)CC(=O)Nc1ccccc1Br,11,6%,18%,6%,1%,-2.1%,2%,2%,1%,0%,0%
O=C(NC1CCCCC1)c1cccc(N2C(=O)CCC2=O)c1,0,2%,21%,14%,-4%,0.1%,1%,-12%,4%,-5%,3%
CCc1ccccc1NC(=O)c1cc(-c2ccco2)on1,-8,-1%,-6%,?,2%,-0.6%,-4%,0%,17%,?,1%
CCOC(=O)N1CCN(CC(=O)c2c[nH]c3ccc(F)cc23)CC1,4,·,18%,-3%,6%,-0.1%,·,·,-3%,-22%,3%
O=C(Cc1cccs1)N1CCCC(c2nc3c(nnn3Cc3ccc(F)cc3)c(=O)[nH]2)C1 (stereo unspecified),-3,2%,17%,?,0%,-0.2%,·,-11%,3%,0%,1%
Cc1cc(-c2n[nH]c(=S)n2/N=C/c2ccc(C)s2)n[nH]1,0,9%[46.1 µM],-2%,-4%,0%,-1.9%,-3%,-4%,-2%,5%,1%
COc1ccc(S(=O)(=O)c2ccccc2)cc1NC(=O)c1c(F)cccc1F,-13,-8%,8%,-1%,0%,-0.2%,4%,-1%,13%,0%,2%
CC(NC(=O)c1cc(F)c(F)cc1Cl)c1ccncc1 (stereo unspecified),0,0%,-5%,8%,0%,-0.4%,0%,0%,-4%,6%,0%
COc1cc(NC(=O)C2CCN(S(=O)(=O)c3ccc(N4CCCC4=O)cc3)CC2)cc(OC)c1,-2,-2%,1%,-6%,1%,-0.4%,2%,-1%,-2%,-1%,3%
CCN1CCN(C(=O)CCc2nnc(CCc3c[nH]c4ccccc34)o2)[C@@H](C)C1=O,-1,-1%,4%,1%,3%,-0.1%,-2%,-1%,1%,0%,-2%
CS(=O)(=O)c1ccc(Cl)c(C(=O)OCC(=O)NC2CCCCCCC2)c1,5,10%,-21%,-6%,-1%,-1.2%,6%,-9%,3%,0%,1%
CN(CC(=O)NCCc1ccccc1)S(=O)(=O)c1ccc(Br)cc1,-1,2%,9%,-1%,0%,0.0%,0%,-8%,-2%,1%,1%
O=C(O)/C(=C\c1ccccc1)c1ccccc1,3,-3%,7%,-4%,1%,0.3%,5%,-12%,0%,-8%,2%
CCCCCCCCNC(=O)c1cccnc1SCC(=O)Nc1ccccc1OC,3,-6%[46.1 µM],-24%,-5%,-4%,0.0%,-2%,-2%,3%,-13%,0%
CN(C(=O)c1cc(C(=O)N(C)c2ccccc2)cc([N+](=O)[O-])c1)c1ccccc1,-11,0%,10%,?,5%,-0.7%,3%,-2%,1%,1%,-1%

# 8 entries already listed, sorted by SMILES length, largest number first:
SMILES,TSHR antag,TCR activator,Eya2 inh,ELG1 DNA repair,Tb PFK block,B2AR arrestin,uPA surface inh,TSG101-PTAP inh,Mito fusion act,Chronic BCR inh,USP2a inh
CN(C(=O)c1cc(C(=O)N(C)c2ccccc2)cc([N+](=O)[O-])c1)c1ccccc1,-11,0%,10%,?,5%,-0.7%,3%,-2%,1%,1%,-1%
CCN1CCN(C(=O)CCc2nnc(CCc3c[nH]c4ccccc34)o2)[C@@H](C)C1=O,-1,-1%,4%,1%,3%,-0.1%,-2%,-1%,1%,0%,-2%
CN(CC(=O)Nc1cccc(F)c1)CC(=O)N(C)CC(=O)Nc1ccccc1Br,11,6%,18%,6%,1%,-2.1%,2%,2%,1%,0%,0%
COc1cc(CCC(=O)NCc2ccc(S(N)(=O)=O)cc2)cc(OC)c1OC,-21,4%,-3%,-8%,21%,-0.4%,5%,-1%,-6%,2%,4%
CCOC(=O)N1CCN(CC(=O)c2c[nH]c3ccc(F)cc23)CC1,4,·,18%,-3%,6%,-0.1%,·,·,-3%,-22%,3%
Cc1ccccc1NC(=O)c1cccc2c1C(=O)N(C1CCCCC1)C2,-5,2%,-2%,15%,0%,-0.9%,3%,-5%,10%,-1%,-1%
O=C(NC1CCCCC1)c1cccc(N2C(=O)CCC2=O)c1,0,2%,21%,14%,-4%,0.1%,1%,-12%,4%,-5%,3%
CC(NC(=O)c1cc(F)c(F)cc1Cl)c1ccncc1 (stereo unspecified),0,0%,-5%,8%,0%,-0.4%,0%,0%,-4%,6%,0%

# Going on with the list:
SMILES,TSHR antag,TCR activator,Eya2 inh,ELG1 DNA repair,Tb PFK block,B2AR arrestin,uPA surface inh,TSG101-PTAP inh,Mito fusion act,Chronic BCR inh,USP2a inh
Cc1ccc(C(CC(=O)N2CCCC2)c2ccccc2)c(O)c1 (stereo unspecified),-5,1%,12%,-19%,-2%,0.4%,33%[activator],0%,11%,-3%,0%
CC(=O)Nc1ccc(NC(=S)NC(=O)C2CC2)cc1,9,·,5%,?,-7%,7.8%,2%,0%,-1%,-4%,-2%
COCCCNC(=O)c1ccc(N2CCCC2)c(NS(=O)(=O)c2ccc(C)cc2)c1,20,-5%,-19%,?,-3%,-0.3%,·,0%,5%,-1%,-2%
COc1ccccc1S(=O)Cc1ccc(C(=O)NCCc2ccc(Cl)cc2)o1 (stereo unspecified),-7,-5%,-13%,?,2%,-0.7%,-2%,-4%,1%,-3%,4%
CC(C)c1nc(Cl)c(C#N)c2c1CCC2,-3,4%,17%,-2%,2%,0.4%,1%,0%,3%,8%,-1%
O=C1OCC(c2ccccc2)=C1c1ccc(S(=O)(=O)N2CCOCC2)s1,9,2%,?,?,-7%,0.0%,2%,1%,-1%,13%,0%
CC(=O)c1sc(NC(=O)C=C(C)C)nc1C,6,-2%,16%,?,-2%,-0.3%,-5%,-6%,6%,?,-1%
CN(C)/C=C/C(=O)c1ccc(-c2ccc(Cl)cc2Cl)o1,-4,-48%,-9%,?,10%,0.0%,·,-1%,-2%,?,1%
CCOCCCn1c(SCC(=O)N(C)C2CCS(=O)(=O)C2)nc2ccccc2c1=O (stereo unspecified),-5,-8%,33%,?,-6%,0.4%,4%,-6%,-5%,?,1%
